Screening data as filed in PubChem.
SR-BI DiI inh – blocks mouse SR-BI lipid uptake from DiI-HDL; Q61009; 0.96% of 320,000 active; ldlA[mSR-BI] CHO cells, DiI-HDL uptake fluorescence, 3 h; inhibition, % at 12.5 µM; AID 488896;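 active = mean replicate inhibition of at least 70% and a set share of replicates each scoring 70 or more; inconclusive = meets just one of the two criteria; inactive = fails both criteria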;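 note: 0% = median of neutral control wells and 100% = median of positive control wells; values of inactives mirror those of a sister screen read the other way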
Target sequence (Q61009 whole entry, looked up): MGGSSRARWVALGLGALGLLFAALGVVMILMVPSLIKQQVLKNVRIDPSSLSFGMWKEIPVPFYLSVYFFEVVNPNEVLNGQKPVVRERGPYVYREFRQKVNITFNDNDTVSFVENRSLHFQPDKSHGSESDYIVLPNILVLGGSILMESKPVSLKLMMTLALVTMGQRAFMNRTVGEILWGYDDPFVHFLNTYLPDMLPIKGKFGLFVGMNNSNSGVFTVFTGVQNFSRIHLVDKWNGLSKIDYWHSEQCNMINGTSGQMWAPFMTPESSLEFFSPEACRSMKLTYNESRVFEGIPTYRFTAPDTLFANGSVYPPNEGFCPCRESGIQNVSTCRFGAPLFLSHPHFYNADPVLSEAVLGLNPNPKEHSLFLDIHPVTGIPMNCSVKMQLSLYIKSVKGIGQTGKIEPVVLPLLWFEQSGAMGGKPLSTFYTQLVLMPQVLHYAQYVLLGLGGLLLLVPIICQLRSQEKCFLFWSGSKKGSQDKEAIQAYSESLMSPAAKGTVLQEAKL
PfHsp90 set2 – growth inhibition of yeast expressing Plasmodium Hsp90; AID 504621; inhibition, % at 9.4 µM; 0.32% of 310,000 active; S. cerevisiae expressing PfHsp90, BacTiter-Glo ATP, 48 h; yeast lacking PDR1 and PDR3 efflux regulators;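 active = every replicate shows inhibition above about 80%, whatever the replicate mean, limit read from the data; inconclusive = mean inhibition reaches the set limit but some replicate falls short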;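 note: 0% = DMSO neutral controls and 100% = 20 µM radicicol positive controls; yeast relying on Plasmodium falciparum Hsp90 in place of its own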
MITF TRPM1 HTS – increases MITF-driven TRPM1 promoter luciferase signal | SK-MEL-5 TRPM1-promoter luciferase, 24 h; % of positive control, neutral wells = 0 | activation, % at 12.5 µM | 0.75% of 300,000 active | AID 588334;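 active = mean activation of at least 80% with every replicate also reaching 80%; inconclusive = mean reaches 80% but some replicate falls short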;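 note: 0% = neutral control wells and 100% = parthenolide positive control wells; values of inactives mirror those of a sister screen read the other way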
dFosB act – mouse delta FosB homodimer activation. 0.99% of 340,000 active. activation, % at 25 µM. AID 493131. purified delta FosB, TAMRA-CDK5 oligo fluorescence polarization; percent of positive-control signal above neutral wells. P13346;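 active = mean activation above about 17%, with every replicate also reaching it, limit read from the data, passing the limit was not always enough; inconclusive = only one of the two conditions met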;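 note: fluorescence polarization rise as delta FosB binds a TAMRA Cdk5 AP-1 oligo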
Target sequence (P13346 whole entry, looked up): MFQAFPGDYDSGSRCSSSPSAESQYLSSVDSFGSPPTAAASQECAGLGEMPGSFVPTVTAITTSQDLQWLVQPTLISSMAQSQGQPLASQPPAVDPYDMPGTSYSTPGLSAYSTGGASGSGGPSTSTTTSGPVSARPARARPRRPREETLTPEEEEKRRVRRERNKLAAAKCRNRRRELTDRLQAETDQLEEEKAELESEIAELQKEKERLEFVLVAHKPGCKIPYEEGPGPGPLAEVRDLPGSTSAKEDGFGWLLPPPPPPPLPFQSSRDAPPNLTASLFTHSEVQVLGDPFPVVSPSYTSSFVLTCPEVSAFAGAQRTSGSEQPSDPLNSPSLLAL
NSD2 HMT inh – blocks human histone methyltransferase NSD2; NSD2 peptide methylation, AlphaScreen, 120 min; inhibition, % at 12.5 µM; 0.54% of 310,000 active; AID 743445; O96028; in the data active = inhibition above about 50%
Rtt109 Vps75 – inhibitors of Candida albicans Rtt109/Vps75 histone acetyltransferase. Q5AAJ8. purified Rtt109/Vps75, ThioGlo CoA-SH fluorescence, 4 h. AID 540336. inhibition, % at 34.9 µM. 0.16% of 330,000 active;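 active = inhibition of at least 50% in every replicate; inconclusive = best replicate reaches 50% inhibition but some replicates fall short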
SR-BI DiI-HDL act – enhances SR-BI lipid uptake from DiI-HDL; CHO ldlA[mSR-BI] cells, DiI-HDL uptake fluorescence, 3 h; 100 = double the neutral-control signal; activation, % at 12.5 µM; 0.096% of 320,000 active; AID 504775;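 active = mean replicate activation of at least 60% and every replicate at or above 60%; inconclusive = mean or all-replicate condition met, but not both; inactive = mean below 60% and not all replicates reaching 60%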;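 note: 0% = median plate neutral-control signal and 100% = twice that signal; values of inactives mirror those of a sister screen read the other way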
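Test system: SR-BI-overexpressing, LDLR-lacking CHO cells. Measured by: DiI fluorescence, bottom read. Medium: Ham's F12 with 0.5% BSA, HEPES 25 mM, pH 7.4. Timing: 3 h uptake period with compound, 37 °C.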
CAL PDZ FP-1 – blocks peptide binding to human CAL PDZ domain; 0.02% of 330,000 active; purified CAL PDZ, TMR-peptide fluorescence polarization, 1 h; Q9HD26; inhibition, % at 20 µM; AID 504414;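 active = highest replicate inhibition of at least 40%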;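 note: plate controls were DMSO neutral control wells for no effect and unlabeled competitor peptide control wells for full effect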
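Material: tagged CAL PDZ protein CerCALP, purified; buffer or medium: sodium phosphate/NaCl buffer pH 7.4 with TCEP, IgG, Thesit; also added: fluorescent TMR peptide probe; schedule: 1 h incubation at room temperature before polarization reading; technique: fluorescence polarization from S- and P-plane intensities, G-factor corrected; control set: unlabelled peptide and DMSO controls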
CAL PDZ FP-2 – CAL PDZ (human) peptide binding inhibition; Q9HD26; 0.92% of 300,000 active; AID 602252; inhibition, % at 24.9 µM; purified CAL PDZ, TMR-peptide fluorescence polarization, 1 h;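 active = mean inhibition of at least 30% with at least half of replicates also reaching 30%; inconclusive = no clear call, values can overlap the other calls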;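 note: 0% = DMSO neutral control and 100% = excess unlabeled competitor peptide PRC23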
PvdQ acylase – P. aeruginosa PvdQ acylase inhibition. purified PvdQ acylase, fluorescence plate reader. 0.063% of 340,000 active. AID 488965. inhibition, % at 10 µM; in the data active = inhibition above about 30%, passing the limit was not always enough; inconclusive = no clear call, values can overlap the other calls;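 note: 0% = vehicle neutral wells and 100% = reference inhibitor wells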
* = called active by the depositor; ? = inconclusive; nt = no result given.

SMILES | SR-BI DiI inh | PfHsp90 set2 | MITF TRPM1 HTS | dFosB act | NSD2 HMT inh | Rtt109 Vps75 | SR-BI DiI-HDL act | CAL PDZ FP-1 | CAL PDZ FP-2 | PvdQ acylase
Cc1cccc2cc(CN(Cc3ccco3)C(=O)Nc3cccc(C#N)c3)c(Cl)nc12 | 22 | -8 | 0 | -1 | -2 | 22 | -22 | -1.8 | -2 | -5
Cc1oc(-c2ccccc2F)nc1CS(=O)(=O)CC(=O)NCCN(C)C1CCCCC1 | 0 | 18 | 5 | -12 | nt | 10 | 0 | -2.9 | nt | 6
CC(C)OC(=O)c1c(NC(=O)c2ccco2)sc2c1CCCC2 | 37 | 1 | 3 | -4 | 0 | 4 | -37 | -0.7 | -2 | 8
Cc1csc(NC(=O)CSc2nnc(-c3ccco3)n2C)n1 | -1 | -10 | -8 | 2 | -1 | 5 | 1 | -0.4 | 1 | 9
CCOc1cc(NC(=S)Nc2ccc(Cl)cc2)c(OCC)cc1NC(C)=O | 9 | 12 | 0 | -3 | 2 | -2 | -9 | -0.4 | -1 | -6
Cc1noc(C)c1S(=O)(=O)NCc1ccc2c(c1)OCO2 | -23 | 19 | nt | 0 | nt | -7 | 23 | 0.3 | nt | 3
CC(Sc1nnc(CNc2cccc3ccccc23)n1-c1ccccc1)C(=O)N/N=C/c1ccco1 (configuration not stated) | 31 | -3 | -19 | 1 | 7 | 8 | -31 | -0.8 | 2 | -3
COc1ccccc1C(=O)NCCC(=O)N1CC(=O)Nc2ccccc21 | -6 | 3 | -3 | -8 | 0 | 11 | 6 | 0.0 | 4 | 2
CCN1CCN(CC(=O)Nc2ccc(C(C)=O)cc2)CC1 | -12 | -25 | 2 | 3 | 4 | 7 | 12 | -1.1 | -2 | -12
CC(C)(C)C(=O)Nc1cc(S(=O)(=O)N2CCCCC2)ccc1N1CCCCC1 | -2 | 26 | -24 | -2 | -2 | 2 | 2 | -2.8 | 2 | 0
O=C(NC1(C(F)(F)F)C(=O)Nc2c1c(=O)[nH]c(=O)n2Cc1ccccc1)c1ccc(Cl)cc1 (configuration not stated) | -2 | 5 | 0 | -8 | 0 | 4 | 2 | -1.4 | -3 | 15
CCCCn1c(-c2cccnc2)nc2cc3[nH]c(=O)c(C(C)C)nc3cc21 | 2 | -8 | 6 | -3 | nt | 1 | -2 | -0.9 | -2 | -10
CCOc1ccc(OCCNC(=O)C(NC(=O)c2c(F)cccc2F)C(C)C)cc1 (configuration not stated) | 41 | nt | -15 | -10 | -2 | -11 | -41 | 0.4 | -1 | -14
Cn1ccnc1SCC(=O)Nc1cccc(S(=O)(=O)N2CCCCC2)c1 | 31 | -2 | 10 | -7 | 1 | nt | -31 | 0.5 | -6 | 3
Cc1cccc2nc(COc3ccc(Cl)c4cccnc34)cn12 | -8 | -12 | 48 | 1 | 0 | 1 | 8 | -4.8 | 0 | 0
COc1cccc(CNC(=O)CSc2nnc3c(n2)[nH]c2ccc(C)cc23)c1 | nt | -16 | -14 | -5 | 49 | -9 | nt | -3.1 | 0 | -10
CCOC(=O)C(C(C)C)C(N)Cc1ccc(F)cc1 (configuration not stated) | 3 | -12 | 16 | -8 | -15 | nt | -3 | -1.6 | -1 | -1
COc1ccc(-c2noc(CN(C(=O)c3ccc(OC(C)=O)cc3)C(C)C)n2)cc1OC | 22 | 5 | 3 | -5 | -2 | 1 | -22 | -0.7 | -3 | -12
Cn1c(N)c(C(=O)COC(=O)C2(c3ccc(F)cc3)CCCC2)c(=O)n(C)c1=O | 12 | 3 | 1 | -10 | -1 | 7 | -12 | 0.0 | 0 | -7
O=C(CSc1nc2ccccc2c(=O)n1Cc1ccco1)c1ccc(F)cc1 | -1 | -36 | 15 | -12 | -1 | -4 | 1 | -3.9 | -3 | -12
O=C(O)CCCCCNS(=O)(=O)c1ccc(Cl)cc1 | -25 | -4 | 1 | -6 | -1 | -6 | 25 | -1.3 | 1 | -22
Cc1ncc(CCl)c2c1OC(C)(C)OC2 | -22 | 27 | nt | 2 | 1 | -3 | 22 | -0.2 | nt | -11
CCCN=Cc1c(CCC)[nH]n(-c2nc3ccccc3s2)c1=O | 44 | 18 | 19 | -3 | nt | -4 | -44 | -1.7 | -2 | 24
Cc1ccc(C)c(OCc2nnc(SCC(=O)NC(=O)NCc3ccco3)o2)c1 | 20 | 7 | 0 | -8 | 0 | 10 | -20 | 0.7 | -3 | -9
CCn1c(=O)c2cc(C(=O)N(C)c3ccccc3F)sc2c2ccccc21 | 28 | -15 | -8 | -45 | -1 | 2 | -28 | -7.4 | -8 | -13
Cc1ccc(C)c2sc(NC(=O)C3CC3)nc12 | 27 | 11 | nt | 2 | nt | -1 | -27 | -1.5 | 3 | -19
COc1cc(/C=C2/SC(=S)N(CC(=O)O)C2=O)ccc1OC(=O)c1ccco1 | -18 | -53 | 8 | 4 | 9 | 16 | 18 | -1.0 | -6 | -1
O=c1[nH]c(C2CCN(S(=O)(=O)/C=C/c3ccccc3)CC2)nc2c1nnn2Cc1ccccc1 | -17 | 8 | -9 | -16 | -4 | 14 | 17 | -2.4 | -3 | -3
CC(=O)NC(Cc1c[nH]c2ccccc12)C(=O)Nc1ccc2c(c1)OCO2 (configuration not stated) | -15 | -3 | -5 | 2 | -1 | 2 | 15 | -0.4 | -2 | -13
O=S(=O)(/N=S1/CC=CCN1S(=O)(=O)c1ccccc1)c1ccccc1 (configuration not stated) | -20 | 3 | -3 | 10 | nt | ? | 20 | nt | 16 | -6
COC(=O)c1cnn(-c2ccccc2)c1-n1cccc1C=O | -25 | 3 | 1 | 3 | -4 | -4 | 25 | -2.1 | 0 | 18
c1ccc2c(c1)nc(N1CCOCC1)c1ccccc12 | 0 | -7 | 10 | 4 | -3 | 3 | 0 | -1.4 | nt | -8
Cc1cc(OC(=O)c2cccs2)ccc1C(C)C | -1 | 21 | 8 | -1 | 0 | 1 | 1 | 1.3 | -3 | -15
Cc1ccc2c(c1)-c1c(cnn1CC(=O)N(CCC#N)c1ccccc1)CO2 | -14 | 27 | -2 | 0 | nt | 14 | 14 | -1.1 | 0 | 10
CCc1ccc(NC(=O)C(=O)c2ccccc2NC(C)=O)cc1 | -14 | -16 | nt | -4 | -1 | 15 | 14 | 0.4 | -3 | 7
CCN(CC)c1ccc(NC(=O)CN2CCN(CC(=O)Nc3ccccc3OC)CC2)cc1 | 68 | -10 | 0 | -25 | 4 | -2 | -68 | -1.4 | 0 | -18
Cc1c(NC(=O)/C(C#N)=C/c2cccs2)c(=O)n(-c2ccccc2)n1C | 1 | -15 | -3 | 0 | 0 | -4 | -1 | -1.8 | 0 | -13
CCCCN(CCCC)CC(O)COc1ccccc1C(=O)Nc1ccccc1 (configuration not stated) | 3 | -10 | -11 | -2 | nt | 11 | -3 | -1.7 | -3 | 1
Fc1ccc(C2N(c3ccccc3)C(=S)N3CCCN23)cc1 (configuration not stated) | 2 | -5 | -5 | -4 | -2 | -4 | -2 | 1.2 | -5 | -16
CC(CNc1ccccc1O)C(=O)O (configuration not stated) | -12 | -11 | -3 | -8 | 12 | 2 | 12 | -2.2 | -2 | -1
Cc1ccc(NC2(c3nnnn3-c3c(C)cccc3C)CCCCC2)cc1 | -11 | 6 | 3 | -5 | 1 | 2 | 11 | -2.6 | 0 | -17
COC(=O)/C=C/c1ccc(OC(=O)OC)c(OC(=O)OC)c1 | 9 | 4 | 7 | -1 | -3 | 3 | -9 | -3.0 | 1 | -7
CCOc1ccc(C(C)=O)cc1CSc1nnc(-c2ccncc2)n1CCOC | 25 | nt | -11 | 0 | -8 | -8 | -25 | -0.1 | -2 | -6
CCOC(=O)[C@H]1[C@H]2COc3ccc(C)cc3[C@@H]2N2C(=O)c3cc(Cl)ccc3NC(=O)[C@@]12C | 14 | -26 | 7 | -3 | nt | 15 | -14 | -1.0 | -1 | -6
COC(=O)CSc1ccnc2cc(Cl)ccc12 | 9 | 9 | -4 | -11 | 22 | -1 | -9 | 0.0 | 2 | -8
O=C(CNCC1(N2CCOCC2)CCCCC1)Nc1ccc(Cl)cc1 | -8 | 11 | -11 | 1 | 0 | -3 | 8 | -0.3 | 1 | 3
O=C(CN1CCN(Cc2ccccc2)CC1)Nc1ccc(-n2cnnn2)cc1 | -18 | -6 | -6 | 1 | 2 | 9 | 18 | -1.2 | 0 | -4
CCc1ccc(CNC(=O)CCCn2c(=O)c3cccn3c3cccnc32)cc1 | 45 | -9 | 20 | 5 | 13 | -4 | -45 | -3.3 | -5 | 7
Cn1nc(-c2ccccc2)c(COC(=O)c2cccc(Cl)c2)c1S(=O)(=O)c1ccccc1 | -12 | -4 | -20 | -9 | -2 | -10 | 12 | 0.5 | -3 | -7
COc1ccc(NC(=O)Cn2c(=O)n(-c3ccccc3)c(=O)c3sccc32)c(OC)c1 | nt | -18 | -1 | 2 | 2 | -6 | nt | -2.5 | nt | -6
CCN(CC(=O)Nc1ccc2c(c1)OC(F)(F)O2)Cc1nc2ccccc2c(=O)[nH]1 | 4 | 19 | 2 | -23 | nt | -7 | -4 | -1.1 | 0 | -14
O=Cc1c(N2CCN(c3cccc(Cl)c3)CC2)nc2ccccn2c1=O | 11 | 5 | 2 | -5 | 7 | 3 | -11 | -0.3 | 2 | 7
O=C(c1ccco1)N1CCn2cccc2C1c1ccccc1 (configuration not stated) | -10 | nt | 2 | -7 | 1 | -3 | 10 | -2.6 | 1 | -5
CC(Sc1nnc(-c2ccccc2F)n1C1CC1)C(=O)NCc1ccco1 (configuration not stated) | -40 | -10 | -9 | -3 | -2 | 1 | 40 | -0.7 | -1 | 6
O=C(c1cccc(Cl)c1)N1CCN(c2ccc(N3CCOCC3)nn2)CC1 | 2 | 1 | 1 | -6 | 29 | -4 | -2 | 0.1 | -2 | -13
CC(C)c1ccc(CN(C(=O)C2COc3ccccc3O2)C2CCS(=O)(=O)C2)cc1 (configuration not stated) | -26 | nt | -6 | -3 | 2 | 22 | 26 | -1.7 | nt | 1
O=C(O)c1nccnc1C(=O)Nc1ccc(Cl)cc1Cl | -10 | 3 | -10 | -1 | 1 | 6 | 10 | -1.1 | -3 | 4
